ALDH1A1 inh: blocks purified human ALDH1A1 activity; P00352; Purified ALDH1A1, NADH fluorescence, propionaldehyde substrate; Potency, µM (titrated, usually from 75.3 µM), inactives show at the highest dose activity, negative = inhibition, usual class: inhibitors; actives 7.3% (n = 220,000); AID 1030; active = well fitted inhibition curve with a large enough effect, not every such curve was filed as active; inconclusive = small, poorly fitted or top-dose-only effect, or another doubt; inactive = no such curve, though single readings can be large or run the other way;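 note: plate controls were no enzyme wells and a reference inhibitor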
Target sequence (P00352 whole entry, looked up): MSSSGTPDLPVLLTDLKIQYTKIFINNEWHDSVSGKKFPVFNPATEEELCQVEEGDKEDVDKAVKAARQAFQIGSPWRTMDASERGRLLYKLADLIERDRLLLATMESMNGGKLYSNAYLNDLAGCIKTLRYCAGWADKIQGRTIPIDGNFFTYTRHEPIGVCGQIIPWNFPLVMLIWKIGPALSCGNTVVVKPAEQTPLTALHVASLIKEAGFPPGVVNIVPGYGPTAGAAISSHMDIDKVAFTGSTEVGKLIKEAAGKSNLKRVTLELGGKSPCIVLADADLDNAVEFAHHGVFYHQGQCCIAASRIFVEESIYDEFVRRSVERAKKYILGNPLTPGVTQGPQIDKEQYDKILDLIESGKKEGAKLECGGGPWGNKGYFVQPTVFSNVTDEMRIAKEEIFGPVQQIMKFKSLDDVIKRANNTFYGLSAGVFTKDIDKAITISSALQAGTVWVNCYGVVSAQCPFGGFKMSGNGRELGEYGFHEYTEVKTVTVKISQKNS
GAA glycogen mod: alters human alpha-glucosidase cleavage of glycogen; P10253; recombinant GAA, glycogen substrate, Amplex Red glucose oxidase fluorescence; Potency, µM (highest dose often 76.4 µM), for inactives: at the highest dose activity change, negative = inhibition, usual class: inhibitors; actives 0.38% (n = 300,000);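 note: 0% = full enzyme reaction and -100% = no-enzyme basal signal; the screen sought inhibitors and activators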
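Natural-substrate format: glycogen cleavage by 4 nM human enzyme, glucose read by Amplex Red coupling (Ex 573, Em 610 nm). Normalized to enzyme and no-enzyme controls.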
aGal spleen mod: inhibits or activates alpha-galactosidase in human spleen homogenate; human spleen homogenate, 4MU-alpha-Gal fluorescence, 40 min; Potency, µM (top dose mostly 80 µM), without a hit: top-dose activity change, negative = inhibition, usual class: inhibitors; actives 0.008% (n = 240,000); AID 2107;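 note: 0% = enzyme with vehicle and -100% = no enzyme basal signal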
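Spleen homogenate 1 ug + cpd (titration) + 4-MU-alpha-D-galactopyranoside 1 mM; 37C 40 min; 50 mM citrate/phosphate pH 5.0, 0.01% Tween-20; stop pH 10; fluorescence 365/440; AC50 via Hill.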
aGlu spleen mod: inhibitors or activators of human alpha-glucosidase in spleen homogenate | P10253 | human spleen homogenate, 4-MU-alpha-glucoside fluorescence | Potency, µM (doses to about 79.9 µM), inactives show at the top dose activity change, negative = inhibition, hits mostly inhibitors | actives 0.006% (n = 240,000) | AID 2112;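 note: 0% = enzyme with vehicle and -100% = no enzyme basal signal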
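Compounds were titrated against alpha-glucosidase in spleen homogenate at pH 5.0, with 1 mM 4-methylumbelliferyl substrate for 40 min at 37 C. Reactions were quenched with pH 10 NaOH/glycine and fluorescence measured.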
GAA inh: blocks human lysosomal alpha-glucosidase | purified human GAA, 4-MU-alpha-glucoside fluorescence | Potency, µM (series often up to 76.9 µM), without a hit: top-dose activity change, negative = inhibition, usual class: inhibitors | actives 0.005% (n = 200,000);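 note: plate controls were uninhibited enzyme wells for no effect and no-enzyme background for full effect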
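Endpoint fluorogenic read: 20 min room-temperature reaction of 4 nM human alpha-glucosidase with 400 uM 4-methylumbelliferyl-alpha-D-pyranoside, pH 5.0, quenched with 1M NaOH/1M glycine pH 10. AC50 from Hill modeling.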
GoLoco inh red: inhibitors of human Gai1-RGS12 GoLoco interaction (red fluorophore). P63096. Potency, µM (doses to about 61.6 µM), for the others: at the highest dose activity, negative = inhibition, most hits filed as inhibitors. actives 0.44% (n = 230,000). Gai1:RGS12 GoLoco peptide FP, rhodamine, 10 min. AID 880; active = well fitted inhibition curve with a large enough effect, not every such curve was filed as active; inactive = no such curve, though single readings can be large or run the other way; note: % is set by controls: 0 for no effect and ±100 for the full control effect; nearly all actives have a fitted effect of over 30% in size; many of its hits are not listed in these tables
SMN2 splice up: enhancers of SMN2 splice variant expression | AID 1458 | actives 2.8% (n = 210,000) | HEK293 SMN2-luciferase splicing reporter, luminescence, 30-36 h | Potency, µM (highest dose often 46.1 µM), for inactives: at the top dose activity change, positive = activation, most hits filed as activators; note: % of control where 0% means no effect; nearly all actives have a fitted effect of over 55% in size
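HEK293 cells carry an SMN2 […]–luciferase reporter in which exon 7 inclusion puts luciferase in frame. Cells were plated 10-12 h before compound addition, then incubated 30-36 h at 37C. ONE-Glo luminescence was read; sodium butyrate at 4.5 mM final served as control.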
JMJD2E inh: JMJD2E (human) inhibition. Potency, µM (series often up to 57.1 µM), for inactives: at the highest dose activity change, negative = inhibition, hits mostly inhibitors. AID 2147. B2RXH2. actives 1.6% (n = 230,000). JMJD2E catalytic domain, FDH-coupled NADH fluorescence (FDH is formaldehyde dehydrogenase); active = well fitted inhibition curve with a large enough effect, not every such curve was filed as active; inconclusive = small, poorly fitted or top-dose-only effect, or another doubt; inactive = no such curve, though single readings can be large or run the other way;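 note: 0% = wells with enzyme and -100% = buffer wells without enzyme; nearly all actives have a fitted effect of over 50% in size; many of its hits are not listed in these tables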
Target sequence (B2RXH2 1-337 limits assumed): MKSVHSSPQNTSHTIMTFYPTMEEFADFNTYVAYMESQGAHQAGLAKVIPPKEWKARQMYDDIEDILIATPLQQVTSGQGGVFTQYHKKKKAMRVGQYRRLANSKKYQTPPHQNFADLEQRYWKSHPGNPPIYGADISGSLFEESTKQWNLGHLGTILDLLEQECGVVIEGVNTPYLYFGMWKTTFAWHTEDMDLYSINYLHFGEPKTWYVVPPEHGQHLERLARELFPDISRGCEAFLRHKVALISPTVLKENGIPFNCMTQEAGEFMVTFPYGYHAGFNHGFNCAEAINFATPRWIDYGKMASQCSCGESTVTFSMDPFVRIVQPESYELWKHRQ
Numbers without * were called inactive; u = inconclusive; x = no result given; [ ] = remark or other dose. Unless noted, calls come from the whole dose curve; as a rule, active = well fitted curve in the direction sought with a large enough effect; inconclusive = small, poorly fitted or top-dose-only effect, or another doubt; inactive = no such curve, though single readings can be large; an effect the other way counts as inactive or inconclusive. Potency is the fitted concentration of half-maximal effect. A portion of the library; rates above refer to the full screens.

[1] CN(CC(=O)Nc1cc(S(=O)(=O)N2CCOCC2)ccc1Cl)C1CCS(=O)(=O)C1 (stereo unspecified)
[2] Cc1cc(C)c(NC(=S)N(CCCN2CCOCC2)Cc2cccnc2)c(C)c1
[3] Cc1nn(Cc2ccccc2)c(C)c1/C=N/NC(=O)c1ccncc1
[4] Cc1cc(C)c2sc(N(CCN(C)C)C(=O)c3c(F)cccc3F)nc2c1
[5] C/C(=N\n1cnnc1)c1ccccc1
[6] COc1cc(C(=O)NNC(=S)NC(=O)c2ccc3c(c2)OCO3)cc(OC)c1OC
[7] CCOc1ncccc1C(=O)NCC1COc2ccccc2O1 (stereo unspecified)
[8] CCOC(=O)C1=C(COC(=O)C2(C)CC2(Cl)Cl)NC(=O)NC1c1ccc(OC)cc1 (stereo unspecified)
assay / entry,1,2,3,4,5,6,7,8
ALDH1A1 inh,-9%,-2%,x,-2%,6%,x,-11%,-1%
GAA glycogen mod,4%,-12%,-3%,-1%,6%,-10%,-3%,-11%
aGal spleen mod,0%,-3%,-1%,6%,4%,0%,-2%,5%
aGlu spleen mod,-5%,-3%,-4%,1%,0%,-1%,0%,4%
GAA inh,-7%,0%,x,-23%,-7%,x,u,-10%
GoLoco inh red,-2%,-9%,-1%,2%,-1%,10%,-13%,-3%
SMN2 splice up,-4%,4%,x,-10%,1%,x,-8%,-22%
JMJD2E inh,-10%,0%,-1%,u,-9%,u,-2%,9%

[9] COc1ccccc1OCC(=O)NNC(=O)c1c(-c2ccccc2Cl)noc1C
[10] Cc1ccc(NNC(=O)C(=O)N2CCCCC2)cc1
[11] CCOC(=O)c1ccc(Nc2ncccc2[N+](=O)[O-])cc1
[12] CCOC(=O)c1ccccc1NC(=O)COC(=O)c1ccc(C)c(S(=O)(=O)N2CCOCC2)c1
[13] O=C(CCSc1ccccc1)NCCSc1ccccn1
[14] Cc1ccc2[nH]c(=O)c(CN(Cc3ccco3)C(=O)c3cccs3)cc2c1
[15] CCN(CC)C(=O)C1=C(C)NC(=S)NC1c1cccs1 (stereo unspecified)
[16] CC(C(=O)NC1CCCC1)N(C(=O)CS(=O)CC(=O)Nc1ccc(F)cc1)c1ccc2c(c1)OCCO2 (stereo unspecified)
assay / entry,9,10,11,12,13,14,15,16
ALDH1A1 inh,10%,-3%,6%,7%,5%,5%,u,-2%
GAA glycogen mod,-10%,u,0%,-2%,1%,7%,17%,u
aGal spleen mod,6%,-10%,-2%,-1%,-7%,5%,-2%,-6%
aGlu spleen mod,3%,0%,-3%,-9%,-7%,-1%,3%,-5%
GAA inh,-13%,1%,-10%,0%,0%,8%,7%,1%
GoLoco inh red,0%,5%,2%,5%,-6%,-2%,5%,5%
SMN2 splice up,-12%,-36%[inhibitor],x,2%,-8%,16%,1%,2%
JMJD2E inh,1%,-2%,-52%,2%,0%,u,1%,-2%

Down the list, quoted from above:
Entries 2 to 8 in ALDH1A1 inh read -2%, x, -2%, 6%, x, -11%, -1%

Profiles, looked up by structure. Order of values: ALDH1A1 inh, GAA glycogen mod, aGal spleen mod, aGlu spleen mod, GAA inh, GoLoco inh red, SMN2 splice up, JMJD2E inh
`Cc1ccc(NNC(=O)C(=O)N2CCCCC2)cc1` across the screens: -3%, u, -10%, 0%, 1%, 5%, -36%[inhibitor], -2%
`Cc1ccc2[nH]c(=O)c(CN(Cc3ccco3)C(=O)c3cccs3)cc2c1` across the screens: 5%, 7%, 5%, -1%, 8%, -2%, 16%, u

A second format for two compounds above.
entry	mol	ALDH1A1 inh	GAA glycogen mod	aGal spleen mod	aGlu spleen mod	GAA inh	GoLoco inh red	SMN2 splice up	JMJD2E inh
10	Cc1ccc(NNC(=O)C(=O)N2CCCCC2)cc1	-3%	u	-10%	0%	1%	5%	-36%[inhibitor]	-2%
11	CCOC(=O)c1ccc(Nc2ncccc2[N+](=O)[O-])cc1	6%	0%	-2%	-3%	-10%	2%	x	-52%

The listing continues:
[17] O=C(CCC(=O)c1cccs1)NC1CCCCCC1
[18] O=C(NCCc1nc2ccccc2[nH]1)c1ccc([N+](=O)[O-])cc1
[19] CN=C1S/C(=C\c2cc(C)n(-c3ccccc3F)c2C)C(=O)N1C
[20] O=C(CNC(=O)C(c1ccccc1)c1ccccc1)OCc1ccccc1
[21] CC(=O)N(C(C)=O)n1c(/C=C/c2ccc([N+](=O)[O-])cc2)nc2ccccc2c1=O
[22] Cc1cnc([N+](=O)[O-])n1CCOC(=O)NC(=O)c1ccccc1Cl
[23] COC(=O)CCCCCCCCCC[N+]1(C)CCCCC1
[24] CC(C)c1nn2c(N)c(/C=C3\C=Nc4ccccc43)c(=O)nc2s1
assay / entry,17,18,19,20,21,22,23,24
ALDH1A1 inh,-14%,5%,18µM*,-4%,-7%,-4%,0%,x
GAA glycogen mod,-2%,0%,-3%,7%,8%,9%,-1%,4%
aGal spleen mod,0%,-3%,8%,-6%,-5%,-2%,0%,1%
aGlu spleen mod,-1%,-21%,-2%,3%,-7%,x,-6%,-1%
GAA inh,1%,0%[15.4 µM],-11%,3%,-3%,0%,-8%,x
GoLoco inh red,12%,3%,12%,2%,-2%,-18%,11µM*,12%
SMN2 splice up,x,x,-46%[inhibitor],x,x,24%,-1%[1.84 µM],x
JMJD2E inh,-7%,12%,u,1%,u,3%,7%,4%

[25] CCOc1ccccc1O[C@@H](c1ccccc1)[C@@H]1CNCCO1
[26] Cc1cccc(/C(N)=N/OC(=O)c2ccc(Br)o2)c1
[27] C/C(=N\NC(=O)COc1ccc(C(C)(C)C)cc1)c1ccc2c(c1)OCCO2
[28] CC1(C)CC(=O)c2cc(NC(=O)c3ccccc3)c(=O)oc2C1
[29] CC(=O)c1cccc(NC(=O)C(=O)c2cn(CC(=O)N3CCCCC3)c3ccccc23)c1
[30] C/C(=N/NC(=O)CNC(=O)c1cccc(F)c1)c1ccc2c(c1)CCCC2
[31] CCOc1ccccc1NC(=O)CCS(=O)(=O)c1cccc2nonc12
[32] CCOC(=O)c1[nH]ncc1CN1CCCC(C(=O)c2ccc(C(C)(C)C)cc2)C1 (stereo unspecified)
assay / entry,25,26,27,28,29,30,31,32
ALDH1A1 inh,u,3%,u,u,u,7%,u,9%
GAA glycogen mod,x,7%,11%,-3%,6%,-6%,2%,-3%
aGal spleen mod,0%,0%,-9%,1%,0%,-3%,-3%,-8%
aGlu spleen mod,8%,-1%,0%,-2%,-6%,-6%,-4%,-11%
GAA inh,x,0%,-13%,8%,-10%,0%,-11%,u
GoLoco inh red,10%,4%,-2%,x,30%[activator],-2%,9%,17%
SMN2 splice up,x,u,1%,x,-8%,2%,22%,x
JMJD2E inh,u,-2%,-6%,8%,u,7%,8%,4%

[33] COC(=O)c1ccccc1NC(=O)N1CSC[C@H]1C(=O)OC
[34] OCC1(Cc2ccccc2)CCN(Cc2cnc(-c3cccc4ccccc34)nc2)CC1
[35] Cc1cc(-c2nn(-c3ccccc3F)cc2CN(C)CC(O)CO)c(C)s1 (stereo unspecified)
[36] Cc1nc2sc(C(c3cccs3)N3CCC4(CC3)OCCO4)c(O)n2n1 (stereo unspecified)
[37] CN(C)S(=O)(=O)c1cccc(NC(=O)CSc2nncn2C)c1
[38] Cc1ccc([N+](=O)[O-])c(N)c1
[39] Clc1cccc(CSc2ccc(-c3cccnc3)nn2)c1
[40] O=C(OCCO)c1ccccc1O
assay / entry,33,34,35,36,37,38,39,40
ALDH1A1 inh,-13%,-5%,5%,u,x,-6%,5%,4%
GAA glycogen mod,-6%,4%,7%,6%,3%,x,7%,x
aGal spleen mod,-1%,-6%,-10%,0%,-9%,-3%,-1%,15%
aGlu spleen mod,3%,0%,-10%,-1%,4%,-7%,-2%,-1%
GAA inh,-8%,3%,x,2%,x,x,0%,x
GoLoco inh red,-9%,75%[activator],9%,-2%,4%,10%,5%,9%
SMN2 splice up,-9%,x,x,8%,x,1%,-1%,x
JMJD2E inh,-2%,u,-3%,u,2%,x,-4%,x

[41] CC(C)CCNC(=O)c1ccc2c(c1)N(Cc1ccccc1)C(=O)CS2=O (stereo unspecified)
[42] C[C@@H]1O[C@H](O[C@@H]2[C@H](C)O[C@H](O[C@@H]3[C@H](C)O[C@H](O[C@H]4CC[C@]5(C)[C@@H](CC[C@@H]6[C@H]5C[C@@H](O)[C@]5(C)[C@@H](C7=CC(=O)OC7)CC[C@]65O)C4)C[C@@H]3O)C[C@@H]2O)C[C@H](O)[C@@H]1O
[43] O=C1N(Cc2cccnc2)C[C@@H]2C[C@@H](c3cccc(OC4CCCC4)c3)N3CCC[C@@]123
[44] CCC1CCCCN1C(=O)c1c(-c2ccccc2)noc1C (stereo unspecified)
[45] CN(C(=O)c1ccccn1)c1nnc(-c2cccnc2)s1
[46] CC(C)(C)n1nnnc1C(c1cccnc1)N1CCN(C2CCCCC2)CC1 (stereo unspecified)
[47] Cc1ccc2nc(NC(=S)NC(=O)c3cccs3)sc2c1
[48] Cc1cc(C(=O)NNS(=O)(=O)c2cccc(Cl)c2)nn1C(C)(C)C
assay / entry,41,42,43,44,45,46,47,48
ALDH1A1 inh,9%,13%[20.9 µM],-13%,1%,-16%,5%,u,x
GAA glycogen mod,1%,x,-11%,-1%,9%,1%,5%,-16%
aGal spleen mod,-6%,5%[29.1 µM],6%,6%,7%,1%,-1%,4%
aGlu spleen mod,4%,-5%[29.1 µM],-1%,3%,-10%,-1%,-10%,2%
GAA inh,-4%,x,-3%,1%,13%,-2%,u,x
GoLoco inh red,7%,5%[21.6 µM],66%[activator],-4%,16%,-4%,22%,10%
SMN2 splice up,21%,-82%[inhibitor][20.6 µM],-22%,-14%,13%,-8%,u,x
JMJD2E inh,2%,-1%[25.5 µM],7%,-6%,-4%,0%,2%,3%

High-throughput results deposited in PubChem BioAssay by National Center for Advancing Translational Sciences (NCATS).
